Vif-A3G inh: blocks the Vif interaction with human APOBEC3G; Q9HC16; HeLa A3G-eYFP + Vif (tagged APOBEC3G with the HIV-1 protein that degrades it), YFP fluorescence, overnight; Potency, µM (highest dose often 46.1 µM), without a hit: top-dose activity, negative = active, actives largely listed as inhibitors; 410,000 compounds, 0.076% hits;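 note: potency is the fitted concentration of half-maximal effect; % is set by controls: 0 for no effect and ±100 for the full control effect; nearly all actives have a fitted effect of over 60% in size; hits raise eYFP signal because A3G escapes Vif-driven loss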
Target sequence (Q9HC16 whole entry, looked up): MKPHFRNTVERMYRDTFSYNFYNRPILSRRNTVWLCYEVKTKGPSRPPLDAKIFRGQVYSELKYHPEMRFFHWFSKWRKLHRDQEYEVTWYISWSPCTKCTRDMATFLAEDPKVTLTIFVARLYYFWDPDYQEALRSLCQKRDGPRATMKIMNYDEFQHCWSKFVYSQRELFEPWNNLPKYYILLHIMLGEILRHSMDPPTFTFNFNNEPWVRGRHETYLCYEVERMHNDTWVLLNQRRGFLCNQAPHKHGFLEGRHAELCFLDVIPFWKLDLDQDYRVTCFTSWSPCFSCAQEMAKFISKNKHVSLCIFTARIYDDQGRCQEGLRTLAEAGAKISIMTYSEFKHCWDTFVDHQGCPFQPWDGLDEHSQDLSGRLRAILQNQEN
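Read-out is eYFP fluorescence (Ex 488/Em 500-530) from Vif-expressing HeLa A3G-eYFP cells; more signal means A3G escaped Vif-mediated degradation. Cells plated overnight, compound pinned in, incubated overnight at 37 deg C.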
D2 antag: antagonists of human D2 dopamine receptor; P14416; HEK293 TREx D2 cells, calcium flux, dopamine EC80; inhibition, % at 10 µM; 340,000 compounds, 2% hits; in the data active = inhibition above about 30%; note: 0% is about no effect
Target sequence (P14416 whole entry, looked up): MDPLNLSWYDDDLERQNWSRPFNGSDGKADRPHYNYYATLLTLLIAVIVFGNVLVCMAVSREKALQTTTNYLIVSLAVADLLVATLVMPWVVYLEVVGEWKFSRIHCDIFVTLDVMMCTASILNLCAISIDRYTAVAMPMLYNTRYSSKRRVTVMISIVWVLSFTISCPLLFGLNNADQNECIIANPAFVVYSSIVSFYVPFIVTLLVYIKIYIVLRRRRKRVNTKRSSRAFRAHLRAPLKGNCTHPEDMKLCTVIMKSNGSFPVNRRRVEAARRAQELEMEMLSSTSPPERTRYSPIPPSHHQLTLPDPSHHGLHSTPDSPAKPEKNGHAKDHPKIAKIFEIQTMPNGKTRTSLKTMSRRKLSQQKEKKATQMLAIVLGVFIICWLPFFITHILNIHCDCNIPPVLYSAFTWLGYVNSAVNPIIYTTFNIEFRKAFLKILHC
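Tetracycline-induced HEK293 T-REx cells expressing D2 force-coupled to calcium signalling were dye-loaded, exposed to compound for 180 s, then challenged with an EC80 of dopamine; calcium flux was followed kinetically for a further 180 s.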
RGS4 inhibitor: inhibitors of human regulator of G protein signaling 4 | P49798 | Transcreener GDP fluorescence polarization, RGS4-accelerated GTP hydrolysis | Potency, µM (titrated, usually from 114 µM), inactives show top-dose activity change, negative = inhibition, usual class: inhibitors | 390,000 compounds, 0.039% hits; note: potency is the fitted concentration of half-maximal effect; % is set by controls: 0 for no effect and ±100 for the full control effect; nearly all actives have a fitted effect of over 75% in size; some results filed as inactive show a strong effect at the top dose
Target sequence (P49798 whole entry, looked up): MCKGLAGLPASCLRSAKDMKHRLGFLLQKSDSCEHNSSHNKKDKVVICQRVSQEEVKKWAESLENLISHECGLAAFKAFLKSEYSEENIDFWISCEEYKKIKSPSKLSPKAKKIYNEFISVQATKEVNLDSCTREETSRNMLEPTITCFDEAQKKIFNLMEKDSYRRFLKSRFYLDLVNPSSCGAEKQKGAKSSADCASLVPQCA
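MLSMR compounds (23 nl, pin-transferred) preincubated 10 min at room temperature with a 500nM (2x) first reagent, then RGS4 at 900nM (2x) plus Transcreener GDP mix added; fluorescence polarization (620/688 nm) read before and after 90 min at 30 °C.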
Glioma ERSR ind: induces the endoplasmic reticulum stress response in human glioma cells | U87-MG GRP78 promoter luciferase reporter, 16 h | Potency, µM, without a hit: at the highest dose activation, most hits filed as activators | 420,000 compounds, 0.02% hits; note: potency is the fitted concentration of half-maximal effect; series mostly up to about 76 µM; % of control where 0% means no effect; nearly all actives have a fitted effect of over 35% in size
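Stably transfected U87-MG human glioma cells carrying a GRP78-based luminescent sensor were seeded at 1000 cells/well, pin-dosed with compounds and incubated 16 h. Luciferase reagent was then added, and end-point luminescence was read after 10 min at room temperature.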
LDHA block: inhibitors of human lactate dehydrogenase A; activity change, % (values are at about 110 or 230 µM); 480,000 compounds, 0.15% hits; AID 1347041; purified LDHA, NADH/diaphorase-resazurin fluorescence; active compounds read low; P00338; in the data active = activity change below about -30%; inconclusive = mostly about -25% to -30%;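 note: plate controls were DMSO wells for no effect and wells without enzyme for full effect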
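Enzyme activity of human lactate dehydrogenase 5 (2 nM; 0.06 mM NADH, 0.2 mM pyruvate, 5 min, RT) is measured via a resazurin/diaphorase fluorescence readout of residual NADH.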
ALOX12 inh: inhibitors of human 12S-lipoxygenase ALOX12. AID 1671190. 580,000 compounds, 1.1% hits. purified 12hLO, xylenol orange hydroperoxide absorbance. Potency, µM (top dose mostly 108 µM), for inactives: top-dose activity change, negative = inhibition, most hits filed as inhibitors. P18054; note: potency is the fitted concentration of half-maximal effect; % is set by controls: 0 for no effect and ±100 for the full control effect
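Purified human 12hLO (150 nM final) in 25 mM Hepes, 0.01% Triton X-100, pH 7.0 was preincubated 15 min at room temperature with compound. Then 40 uM arachidonic acid was added, 30 min. Hydroperoxide was read by Fe-XO absorbance ratio 573/405 nm.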
D2 agonist: D2 dopamine receptor (human) agonism. P14416. HEK293 T-REx D2 cells, calcium flux agonist mode. activation, % at 2 µM. 340,000 compounds, 0.53% hits;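 active = activation over 3 SD above normal in the single-dose calcium agonist read, cut at about 30% in these data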; note: 0% is about no effect
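HEK293 Trex D2 cells, tetracycline-induced, o/n 30 C 5% CO2; no-wash Ca dye, RT 30–90 min; 10-cycle baseline, 23 nl cpd added, kinetic Ca read 180 s; agonist hits = positive Ca response.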
Vif-A3F inh: inhibitors of Vif-A3F interaction. HeLa A3F-eYFP + Vif (tagged APOBEC3F with the HIV-1 protein that degrades it), YFP fluorescence increase. Potency, µM (titrated, usually from 46.1 µM), inactives show top-dose activity, negative = active. 390,000 compounds, 0.2% hits; note: potency is the fitted concentration of half-maximal effect; % of control where 0% means no effect; nearly all actives have a fitted effect of over 65% in size
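HeLa cells stably expressing A3F-eYFP plus Vif, plated and incubated overnight at 37 deg C, then exposed to compounds overnight at 37 deg C. Blocked degradation read as raised yellow fluorescence (Ex 488/Em 500-530).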
ERG-DNA inh: inhibitors of human ERG Ets domain-DNA interaction; P11308; fluorescence polarization, His-ERG Ets domain / labelled DNA; Potency, µM (titrated, usually from 76.9 µM), without a hit: top-dose FP activity, negative = inhibition, most hits filed as inhibitors; 370,000 compounds, 0.028% hits; active = well fitted inhibition curve with a large enough effect in the polarisation, with a control signal flat; inconclusive = small, poorly fitted or top-dose-only effect, or effect the other way, or a change in a side signal; inactive = no such curve, though single readings can be large or run the other way; the % refers to the polarisation;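 note: polarization taken with two DNA probes labelled with fluorescein and Texas red; potency is the fitted concentration of half-maximal effect; % of control where 0% means no effect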
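His-tagged ERG Ets domain (1 uM in the protein solution; 300mM KCl, 50mM Tris-HCl, 1mM EDTA, 1mM DTT, pH 7.5) received compound, then a probe mix of 5 nM fluorescein-DNA and 100nM Texas-615-DNA. Fluorescence polarization was read for both dyes.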
* marks the source's active call; other numbers are inactive results; i = inactive; u = inconclusive; x = no result given; & = joins results of further samples; [ ] = remark or other dose. Unless noted, calls come from the whole dose curve; as a rule, active = well fitted curve in the direction sought with a large enough effect; inconclusive = small, poorly fitted or top-dose-only effect, or another doubt; inactive = no such curve, though single readings can be large; an effect the other way counts as inactive or inconclusive. These rows are one share of the data (hit frequency here may not be typical).

cpd | Compound | Vif-A3G inh | D2 antag | RGS4 inhibitor | Glioma ERSR ind | LDHA block | ALOX12 inh | D2 agonist | Vif-A3F inh | ERG-DNA inh
1 | CC1=C(C(N)=O)C(c2cccs2)n2nc(-c3cccc(C)c3)nc2N1 (configuration not stated) | -1% | -10 | 5% | -4% | -1 | u | 0.3 | 2% | -2%
2 | CC1CN(C(=O)c2cccc(Oc3ccccc3)c2)CC(C)O1 (configuration not stated) | -2% | -6 | 33% | -3% | -7 | -2% | -1.5 | -2% | -9%
3 | O=C(CN1CCCN(Cc2ccc(F)cc2Cl)C1=O)NCc1ccccc1 | 3% | -3 | -9% | -4% | -7 | 14% | -1.1 | -7% | -16%
4 | CCOC(=O)c1cc(NC(=O)CSc2nnc(CN3CCOCC3)n2C)ccc1Cl | 0% | x | -18% | -3% | -4 | -19% | x | 3% | 3%
5 | Cc1ccc(NC(=O)CCc2c(C)nc3ncnn3c2C)cc1 | 2% | -18 | 2% | -2% | 0 | -13% | -0.6 | 1% | 11%
6 | COc1ccccc1NC(=O)C(=O)N/N=C(\C)CC(=O)Nc1ccccc1C(F)(F)F | -3% | -3 | -43% | 4% | 0 | -2% | -0.5 | 1% | -1%
7 | CCOC(=O)C1C(=O)CC(C)(O)C(C(=O)OCC)C1c1cccc(OC)c1 (configuration not stated) | -3% | 7 | -13% | -3% | 1 | 6%[57.4 µM] | -0.2 | 0% | x
8 | CCCNC(=O)c1ccc(Cn2c(SCC(=O)NC(C)C)nc3ccccc3c2=O)cc1 | -1% | x | 6% | -4% | -3 | 0% | -0.2 | 2% | -3%
9 | O=C(Nc1nnc(Cc2ccccc2F)s1)c1ccccc1Cl | 3% | 1 | 7% | 5% | -11 | 0% | -0.8 | 0% | 2%
10 | COC(=O)Cn1c(=O)cnc2ccccc21 | 0% | -4 | -8% | -4% | -7 | -1% | 0.4 | 0% | 7%
11 | CCOC(=O)CC(N)c1ccc2c(c1)OCO2 (configuration not stated) | 0% | -28 | -15% | 0% | -2 | -3% | 0.8 | -10% | x
12 | [N-]=[N+]=CC(=O)C(Cc1ccccc1)N1C(=O)c2ccccc2C1=O (configuration not stated) | 0% | -2 | -8% | -5% | -6 | 0% | -0.6 | -2% | -1%
13 | O=C(NCCC1=CCCCC1)c1cc(S(=O)(=O)N2CCOCC2)c(Cl)cc1Cl | 1% | -8 | -7% | -3% | -3 | 15% | 1.8 | 2% | -7%
14 | CCc1ccc(C(=O)N/N=C/c2ccncc2)s1 | -2% | -2 | 15% | 0% | -1 | i | -0.5 | -1% | 4%
15 | CC(C)N1CCc2c(sc(NC(=O)Cc3ccccc3)c2C#N)C1 | 4% | -6 | 20% | 1% | -4 | -6% | x | -7% | 17%
16 | CC1=CCC(C(=O)O)(C(=O)N/N=C/c2cccs2)C(c2ccc(F)cc2)C1 (configuration not stated) | -9% | -6 | 28% | -3% | -3 | 0% | -0.5 | 0% | -1%
17 | COc1ccc(C(=O)N/N=C/c2ccccc2OC(=O)c2ccccc2)cc1 | u | -17 | -10% | -7% | 0 | -6% | -0.1 | u | 7%
18 | COC(=O)Cn1c2[n+](c3ccccc31)CC(O)CS2 (configuration not stated) | 1% | 3 | 7% | -3% | -8 | u | 0.4 | 2% | -6%
19 | CCOc1ccc(N2CC(C(=O)Nc3ccc(S(=O)(=O)NCC4CCCO4)cc3)CC2=O)cc1 (configuration not stated) | 1% | -5 | -10% | -2% | -7 | -11% | 0.0 | -2% | -2%
20 | Cc1cccc2sc(NC(=O)CCNS(=O)(=O)c3cccc4nonc34)nc12 | -9% | -14 | 4% | 2% | -9 | -13% | 0.0 | 1% | 8%
21 | CSc1ccc(CCNC(=O)CCc2c(C)nc3ncnn3c2C)cc1 | 2% | x | 4% | -3% | 0 | -10% | -0.4 | 1% | 1%
22 | O=C(c1ccc2c(c1)OCCO2)C1CCN(C(=O)c2ccc(F)cc2)CC1 | 4% | -2 | -19% | -1% | -4 | 24% | 0.4 | 2% | -1%
23 | COc1cc(C(=O)Nc2ccc(NC(=O)c3cccc(Cl)c3)nc2)cc(OC)c1OC | 0% | -16 | -4% | -3% | -9 | -15% | 0.6 | 2% | 14%
24 | Oc1ccc(-c2nccc(-c3ccc(Br)cc3)n2)cc1 | -20% | 0 | -16% | 10% | -2 | u | 0.6 | -6% | 14%
25 | CCn1cc(/C=C(\NC(=O)c2ccc(C)cc2)C(=O)NCCCn2ccnc2)c2ccccc21 | 0% | x | 13% | -3% | -4 | -15% | 0.4 | 3% | 4%
26 | CC1CCCCC1NC(=O)COCc1cc(-c2cccs2)on1 (configuration not stated) | 2% | -5 | -18% | 1% | 1 | -18% | -0.9 | 2% | -3%
27 | N#Cc1ccc(-c2csc(NC(=O)c3ccc(N4C(=O)CCC4=O)cc3)n2)cc1 | 0% | x | -7% | -2% | -1 | -20% | x | 1% | -1%
28 | COc1ccc(C2=Nn3c(nnc3C3CCCCC3)SC2)cc1OC | -17% | 18 | -1% | -5% | 3 | -23% | 1.0 | -4% | -3%
29 | O=C(CN1C(=O)CC(c2ccccc2)=Nc2ccccc21)NCc1ccco1 | -2% | -4 | 31% | -4% | -14 | 0%[57.4 µM] | -0.1 | -5% | -6%
30 | O=C(CSc1ccc2nnc(-c3ccccn3)n2n1)Nc1ccccc1 | -5% | 6 | 2% | -6% | -8 | 0% | 1.0 | -24% | 8%
31 | O=C(NNc1nc2c(F)cc(F)cc2s1)C1COc2ccccc2O1 (configuration not stated) | -4% | 3 | -29% | 2% | 0 | 284%[activator] | 0.5 | 3% | -21%
32 | NC(=NC(=O)c1ccc(Cl)cc1)N1N=CCC1c1ccccc1 (configuration not stated) | -11% | 23 | -13% | -3% | -7 | 0% | 50* | -8% | -4%
33 | COc1ccc(COc2ccc(C3C(S(=O)(=O)c4ccccc4)CON3C)cc2OC)cc1 (configuration not stated) | 0% | -19 | -33% | -9% | -5 | -4% | 0.0 | 2% | 1%
34 | CCc1sc(NC(=O)c2cc3ccccc3oc2=O)nc1-c1cccs1 | 0% | -3 | u | -1% | -8 | -18% | 0.4 | -3% | 1%
35 | CCOc1ccc(NC(=O)c2cc(S(=O)(=O)N3CCN(c4ccccc4F)CC3)ccc2F)cc1 | 3% | x | 17% | -2% | 1 | -12% | 0.2 | 2% | -1%
36 | COc1ccc(NC(=O)N2CCCC2C(=O)NCc2cccs2)cc1 (configuration not stated) | 0% | 4 | -9% | -4% | 2 | -29% | 1.7 | -3% | 22%
37 | Nc1nonc1C(=O)OCC(=O)c1ccc(Cl)cc1 | -2% | -4 | 2% | -4% | 3 | 5% | -0.2 | -17% | -10%
38 | COc1cc([N+](=O)[O-])c(OC)cc1SCc1n[nH]c(=S)n1-c1ccc(C)cc1 | -5% | -4 | -21% | 0% | -5 | -12% | -0.5 | 11% | 10%
39 | CN(C)S(=O)(=O)c1ccc(C(=O)NNC(=O)c2ccccc2-n2cccc2)cc1 | 5% | 12 | 15% | -2% | 1 | i | 0.1 | 7% | 2%
40 | Cc1cc2c(cc1S(=O)(=O)Nc1ccc(OC(F)(F)F)cc1)OCC(=O)N2 | 3%&-1% | 20 | -10%[56.9 µM] | -7%&-2% | -11&1 | u | 1.7&-0.7 | 1%&2% | 3%&1%
41 | NC(=O)C1(N2CCCCC2)CCN(c2ccc3nnc(-c4ccccc4)n3n2)CC1 | 3% | -13 | 18% | -3% | -13 | -5% | -0.3 | 4% | 0%
42 | CCc1nnc(NC(=O)CN2CCN(c3ccccc3OC)CC2)s1 | -5% | -14 | -1% | -1% | -22 | -16% | 0.3 | -1% | x
43 | Cc1ccccc1NC1=C/C(=N\S(=O)(=O)c2ccc(C(=O)O)cc2)c2ccccc2C1=O | -7% | -4 | -29% | -14% | 58 | u | 0.1 | u | -17%
44 | O=C(NC(=S)N(CC1CCC1)CC1CCCO1)c1cccc([N+](=O)[O-])c1 (configuration not stated) | -4% | x | -24% | 3% | -5 | -3% | x | 9% | 4%
45 | CCOc1ccc(C2N(c3ccc(F)cc3)C(=O)C3CCCN32)cc1OC (configuration not stated) | -2% | -5 | 22% | 0% | -3 | 229%[activator] | -0.7 | -8% | -6%
46 | COc1cc(C(=O)Nc2sc3c(c2C#N)CCN(C(C)=O)C3)cc(OC)c1OC | u | -5 | -2% | -3% | 0 | -6% | -0.4 | -4% | 12%
47 | O=C(NCc1ccccc1)C1CCCN(S(=O)(=O)c2ccc(Br)cc2)C1 (configuration not stated) | 0% | 1 | -22% | -4% | -5 | 57%[activator] | -0.1 | -5% | -6%
48 | Cc1cccc(-c2nnc(SCC(=O)O)n2Cc2ccccc2)c1 | -2% | -11 | -14% | 1% | -2 | 11% | -0.8 | 8% | 3%
49 | NNC(=O)c1ccc(Cn2cc(Br)cn2)o1 | 1% | 7 | 1% | 1% | 2 | 7% | 0.1 | 2% | 1%

Part of the list above, reformatted:
Under each structure – Vif-A3G inh, D2 antag, RGS4 inhibitor, Glioma ERSR ind, LDHA block, ALOX12 inh, D2 agonist, Vif-A3F inh, ERG-DNA inh
[48] Cc1cccc(-c2nnc(SCC(=O)O)n2Cc2ccccc2)c1
  -2%, -11, -14%, 1%, -2, 11%, -0.8, 8%, 3%
[47] O=C(NCc1ccccc1)C1CCCN(S(=O)(=O)c2ccc(Br)cc2)C1 (configuration not stated)
  0%, 1, -22%, -4%, -5, 57%[activator], -0.1, -5%, -6%
